Screening results (PubChem)
SENP1 inh: human SENP1 catalytic domain inhibitors, primary screen, biochemical, FRET, uHTS; recombinant SENP1 catalytic domain, CyPet-SUMO1-YPet FRET cleavage; AID 624204, 2012; inhibition, % at 10 µM; 360,000 tested, 0.21% active; Sentrin-specific protease 1 (Homo sapiens), Q9P0U3;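 active = inhibition at least 30% at 10 µM, raw YFP signal under a set limit, fluorescence ratio 0.5 to 1.5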;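 note: 0% = enzyme with DMSO and 100% = no enzyme wells; some results filed as inactive read as strong as hits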
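Assay system: hSENP1 catalytic domain, recombinant. Amount: SENP1 enzyme, 20 pM final. Schedule: 50 min reaction, RT, dark. Technique: FRET, CFP and YFP emission. Control set: no-enzyme wells low, DMSO-plus-enzyme wells high control.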
ATG4B inhibitor: ATG4B protease inhibitors, primary screen, biochemical, fluorescence, uHTS; Cysteine protease ATG4B (Homo sapiens), Q9Y4P1; ATG4B cleavage of LC3-PLA2, NBD-HPC fluorescence, 1 h; inhibition, % at 8.33 µM; 340,000 tested, 0.51% active; AID 504462, 2011; in the data active = inhibition above about 40%
Target sequence (Q9Y4P1 whole entry, looked up): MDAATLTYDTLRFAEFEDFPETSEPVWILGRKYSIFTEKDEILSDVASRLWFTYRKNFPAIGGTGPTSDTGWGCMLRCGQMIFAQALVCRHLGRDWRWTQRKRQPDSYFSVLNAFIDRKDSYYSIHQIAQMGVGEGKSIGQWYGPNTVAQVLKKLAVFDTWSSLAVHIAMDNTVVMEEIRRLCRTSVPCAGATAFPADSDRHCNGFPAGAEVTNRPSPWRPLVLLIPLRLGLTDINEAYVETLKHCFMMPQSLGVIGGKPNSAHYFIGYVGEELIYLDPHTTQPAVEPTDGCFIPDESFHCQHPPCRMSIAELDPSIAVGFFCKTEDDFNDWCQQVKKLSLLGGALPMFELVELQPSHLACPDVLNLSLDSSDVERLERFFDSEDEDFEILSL
hIAP act: human IAP activators, primary screen, biochemical, luminescence, uHTS; Intestinal-type alkaline phosphatase (Homo sapiens), P09923; purified human IAP, CDP-Star luminescence, 30 min; hits give high values; 1 = vehicle-only enzyme, 0 = enzyme-free background; activation factor at 10 µM; 330,000 tested, 0.16% active;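 active = activation factor of the enzyme at least 2-fold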; note: the source names both 10 and 20 µM as test concentration; values of inactives mirror those of a sister screen read the other way
Target sequence (P09923 whole entry, looked up): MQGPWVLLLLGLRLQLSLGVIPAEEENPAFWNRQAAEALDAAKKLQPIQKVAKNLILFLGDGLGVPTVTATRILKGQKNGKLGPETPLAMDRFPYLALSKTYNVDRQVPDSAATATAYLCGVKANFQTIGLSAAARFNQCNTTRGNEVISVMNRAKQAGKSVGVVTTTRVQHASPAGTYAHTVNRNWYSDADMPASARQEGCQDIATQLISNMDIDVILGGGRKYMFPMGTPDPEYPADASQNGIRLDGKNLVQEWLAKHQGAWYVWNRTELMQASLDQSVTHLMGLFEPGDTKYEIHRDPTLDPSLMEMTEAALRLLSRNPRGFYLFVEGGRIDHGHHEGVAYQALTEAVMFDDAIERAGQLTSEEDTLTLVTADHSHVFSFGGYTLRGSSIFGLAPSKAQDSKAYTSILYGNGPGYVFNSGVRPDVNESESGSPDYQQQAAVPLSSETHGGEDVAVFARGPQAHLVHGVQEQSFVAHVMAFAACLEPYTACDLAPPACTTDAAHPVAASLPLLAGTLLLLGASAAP
SENP8 block: human SENP8 protease inhibitors, primary screen, biochemical, fluorescence, Nedd8 protein substrate, uHTS. AID 602440, 2012. inhibition, % at 20 µM. 360,000 tested, 0.64% active. Sentrin-specific protease 8 (Homo sapiens), Q96LD8. recombinant SENP8; in the data active = inhibition mostly above about 40%, no sharp cut-off; inactive = mostly below about 27%
PfGluPho inh: PfG6PD enzyme inhibitors, primary screen, biochemical, fluorescence intensity, uHTS; PfGluPho enzyme, NADPH resazurin-diaphorase fluorescence; inhibition, % at 20 µM; 350,000 tested, 0.78% active;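 active = inhibition reaching at least a set limit at 20 µM in the primary screen, cut at about 59% in these data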;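 note: 0% = DMSO wells with substrate and 100% = DMSO wells lacking glucose-6-phosphate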
SENP6 block: SENP6 protease inhibitors, primary screen, biochemical, luminescence, uHTS; Sentrin-specific protease 6 (Homo sapiens), Q9GZR1; Recombinant SENP6 catalytic domain, aminoluciferin luminescence; inhibition, % at 10 µM; 330,000 tested, 1.8% active;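 active = inhibition above about 50% at the single tested dose, limit read from the data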;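 note: plate controls were DMSO wells with enzyme for no effect and DMSO wells lacking enzyme for full effect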
NR3A LBD binder: binders of NR3A ligand-binding domain, primary screen, biophysical, differential scanning fluorimetry, uHTS; 340,000 tested, 2.5% active; NR3A LBD differential scanning fluorimetry, Tm shift; 0% = protein alone, 100% = glycine-bound protein; Glutamate receptor ionotropic, NMDA 3A (GRIN3A) ligand-binding domain; Tm shift relative to glycine control, % at 25 µM;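 active = melting temperature shift of at least 10% of the positive control shift, at one fixed dose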
MPTP inh: mitochondrial permeability transition pore inhibitors, primary screen, biochemical, isolated mouse mitochondria, absorbance. AID 602449, 2012. Ca2+ swelling absorbance, 30 min. 360,000 tested, 1.4% active. inhibition, % at 10 µM;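 active = inhibition of 50% or more, scaled per plate between neutral and stimulator controls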;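 note: 0% = DMSO wells given calcium and 100% = 1 mM EGTA wells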
Active calls of the source: *; nt = not tested or not shown.

molecule	SENP1 inh	ATG4B inhibitor	hIAP act	SENP8 block	PfGluPho inh	SENP6 block	NR3A LBD binder	MPTP inh
CCOC(=O)C1=C(CSc2nc3c(cc2C#N)CCC3)OC(N)=C(C#N)C1c1ccccc1 (stereo not given)	-24	12	1.3	-174	42	-10	-1	1.1
COC(=O)c1nnn(-c2ccc(Cl)c(Cl)c2)c1C(=O)OC	3	-2	1.2	13	-9	10	-3	1.0
COC(=O)C1=C(C)NC(C)=C(C(=O)OC)C1c1ccc(OC(=O)c2ccco2)cc1	0	9	0.94	-453	-25	-12	-1	-8.4
COc1ccc(OC)c(/C=N/N2CCN(c3ccc(Cl)cc3)CC2)c1	1	-2	1.1	-5	-6	-36	0	1.3
Cc1nn(C)cc1C(C(=O)NC1CCCCC1)N(C(=O)Cc1cccs1)c1ccc(Cl)cc1 (stereo not given)	0	-10	1	14	-4	-6	-1	0.4
O=C(c1cccc(F)c1)N1CCCC(C(=O)N2CCCCCC2)C1 (stereo not given)	2	8	1.1	14	-6	-29	-2	1.6
COCCCn1c(C(=O)NCCC2=CCCCC2)cc2c(=O)n3cccc(C)c3nc21	-109	-2	1.5	-458	17	5	2	3.3
CC(C)NC(=O)NC(=O)CSc1nnc(COc2ccccc2F)n1C(C)C1CC2CCC1C2 (stereo not given)	-1	42*	1.1	-3	21	-11	-2	-2.1
COc1cc(NC(=O)CCCN2C(=O)NC(C)(C)C2=O)cc(OC)c1	3	-10	0.98	5	2	-7	2	-2.6
Cc1ccc2c(c1)oc(=O)n2CC(=O)c1ccccc1	0	-1	0.93	7	2	-4	1	1.3
Cc1nc(CCNC(=O)CC2C(=O)NCCN2CC(C)(C)C)nc2c1CCC2 (stereo not given)	4	0	1.1	-35	1	-12	-1	0.4
COc1ccc(N2CCN(C(=O)C3COc4ccccc4O3)CC2)cc1 (stereo not given)	-1	0	0.97	9	24	2	1	-1.1
COc1ccc(OC)c(S(=O)(=O)n2nc(-c3ccccc3)cc2N)c1	-4	-8	0.92	5	18	3	22*	-2.1
CN1CCC(OC(=O)c2ccc(Br)cc2)CC1	1	-2	0.92	7	-9	0	4	-1.6
CC(=O)c1cc(F)c(N2CCN(C(=O)COc3ccccc3F)CC2)cc1C	1	-3	1	0	-4	2	1	0.2
CCc1cc(C(=O)N2CCOCC2)c(NC2=NS(=O)(=O)c3ccccc32)s1	-9	8	0.88	9	9	3	-3	-0.2
O=C1/C(=C/c2ccccc2Cl)SC(=S)N1CCCC(=O)N(CCO)c1ccccc1	-1	13	1.1	20	4	0	-14	0.7
COc1cc(/C=N/NC(=O)CNC(=O)c2ccc3c(c2)OCCO3)ccc1O	-1	-3	0.96	-10	-13	-13	2	-1.2
CC(C)(C)NC(=O)COc1ccc(CNc2ncn[nH]2)cc1	-2	-8	1.2	11	-6	0	3	4.9
O=C1CSc2ccc(C(=O)Nc3cccc(S(=O)(=O)Nc4ccc(Br)cc4)c3)cc2N1	3	-2	0.92	14	19	-5	28*	89*
CCCCCCSc1nc2c(c(=O)[nH]c(=O)n2C)n1C	-4	7	1.1	9	4	-6	1	-1.4
CCCS(=O)(=O)N1CCN(Cc2ccncc2)CC1	2	2	0.82	7	-14	-9	0	-0.6
COc1cc(/C=C/C(=O)c2ccc(C)c([N+](=O)[O-])c2)cc(OC)c1O	0	-5	0.53	16	17	9	-4	5.9
C/C(=C\c1ccccc1)C(=O)NCc1ccco1	-3	0	1.1	10	1	-17	0	0.1
COC(=O)CN1C(=O)[C@H]2[C@@H](C3CC3)N3C(=O)CN(CCO)C(=O)[C@@]3(Cc3ccccc3)[C@H]2C1=O	-1	2	0.93	-3	-12	-6	-2	0.8
C[C@@H](c1ccccc1)N1C[C@H]2CCCN2c2cc(Br)ccc2S1(=O)=O	1	-10	nt	10	12	nt	0	-0.7
COCCNC(C(=O)Nc1cc(Cl)cc(Cl)c1)c1ccccc1 (stereo not given)	4	-14	0.94	7	7	-17	1	-1.9
CCOc1ccc(NC(=O)CN(C)C(=O)c2cc(S(=O)(=O)N3CCCCCC3)ccc2OC)cc1OCC	-1	-6	1.2	6	-3	-4	1	-2.7
CCCC(=O)Nc1cccc(NC(=O)c2ccc(C)c([N+](=O)[O-])c2)c1	0	-10	1	10	15	24	-19	0.3
N#CC1(c2ccccc2)CCC(NCCc2ccccc2)CC1 (stereo not given)	2	0	1.2	21	-2	-3	2	0.4
O=C(CCN1CCOCC1)NNC(=O)/C(=C/c1ccccc1)NC(=O)c1ccccc1	0	11	1.2	6	-6	10	0	0.0
CC(=O)c1ccc(N2CCN(C(=O)CCN3C(=S)NC(C)(C)CC3C)CC2)cc1 (stereo not given)	1	-5	0.98	-57	-2	10	-1	-0.1
O=C(NCc1ccc(F)cc1)c1cccc2c1C(=O)c1ccc(N3CCC(N4CCCCC4)CC3)cc1S2(=O)=O	-29	nt	nt	21	15	nt	nt	0.0
Cc1cccc(NS(=O)(=O)c2nnc(NC(=O)c3ccccc3F)s2)c1	2	-13	1.1	-10	-43	7	-5	-0.7
COc1ccc(NC(=O)CC(C)c2ccccc2)c([N+](=O)[O-])c1 (stereo not given)	-1	42*	0.98	15	3	-12	0	3.1
CN(C)c1ccc(C(=S)N2CCN(Cc3ccccc3)CC2)cc1	4	-2	0.96	24	69*	-5	2	0.8
O=C(NCCCl)Nc1cc([N+](=O)[O-])ccc1Cl	-1	-5	0.94	10	15	-14	-1	1.4
CCOc1nc(C)ccc1-c1noc(-c2ccccc2OC)n1	-8	-1	1.1	-7	20	-20	2	-0.6
CCn1cc(C(=O)OCC(=O)c2cc(C)n(-c3cccc(C(F)(F)F)c3)c2C)c(=O)c2ccc(C)nc21	-2	75*	nt	4	-18	nt	-3	4.4
CCN1CCN(C(c2cccs2)C(C)NC(=O)C(=O)N2CCCCC2)CC1 (stereo not given)	1	9	1.1	17	-8	-5	2	-0.8
CCOC(=O)c1ccc(NC(=O)c2ccc(NC(=O)c3ccccc3)cc2)cc1	2	-5	0.88	-10	-9	-9	30*	1.7
C/C(=N\Nc1ccc(S(=O)(=O)N2CCCCC2)cn1)c1ccc(O)cc1	1	-13	1	-495	8	4	-6	0.7
COc1ccc(-n2cc(C#N)c(=O)[nH]c2=O)cc1	3	-3	0.85	7	-3	-18	-2	-0.2
CC(=O)Nc1ccc(C(=O)N/N=C/c2ccccc2OC(=O)c2ccc(Cl)cc2)cc1	-1	-26	1.9	14	25	4	7	-1.8
CN1CCN(/C=N/C2=C(C#N)C(c3ccccc3)C3=C(CC(C)(C)CC3=O)O2)CC1 (stereo not given)	1	-10	1	16	-22	-7	-1	-0.2
CC(=O)c1ccc(OC(=O)COc2ccccc2Cl)cc1	1	7	0.97	4	8	3	1	0.7
CC(C)n1cnc2c(Nc3cccc(Cl)c3)nc(N(CCO)CCCO)nc21	1	-17	1	-222	31	-6	1	-0.1
Cc1onc(-c2ccccc2)c1C(=O)OCC(=O)N(C)c1ccccc1	2	-18	0.96	3	-5	-2	-3	-1.0
COC(=O)C1=C(C)N(C)C(=S)NC1c1cc(OC)ccc1OC (stereo not given)	0	6	0.92	10	-6	7	1	-2.2
O=C(COC(=O)Cc1c(F)cccc1Cl)NNC(=O)c1ccccc1	5	-2	1	6	-15	7	0	-1.3
CN(CCO)c1ccc(C(C(=O)c2ccccc2)c2ccc(N(C)CCO)cc2)cc1	3	-23	1.1	19	-1	1	-2	-0.7
CCOC(=O)c1ccc(NC(=O)c2nc[nH]c2C(=O)NCc2ccccc2)cc1	1	-10	1.6	13	12	-25	-1	0.6
Cc1ccc(C(CNS(=O)(=O)c2ccccc2)N2CCN(C)CC2)cc1 (stereo not given)	0	4	0.9	3	2	-5	1	-0.6
Cc1cc(N2CCOCC2)nc2ccc(NC(=S)NCc3ccc4c(c3)OCO4)cc12	-11	-20	1.2	-380	4	-3	-1	16
C(=N\c1nc2ccccc2n1CCN1CCCCC1)/c1cccs1	-2	-15	1.1	16	-16	-12	2	0.1
COc1ccc(C(CCNCc2ccc(OC(C)C)cc2)c2ccccc2OC)cc1 (stereo not given)	0	3	1.1	25	2	-6	0	3.3
O=C(N/N=C/c1ccco1)c1cc(-c2ccc(Cl)s2)[nH]n1	0	-2	2*	-1	-6	-26	-14	1.9
CCOC(=O)c1sc2nc(C)nc(NCCc3ccccn3)c2c1C	-13	-5	1	-458	7	-18	-2	2.2
O=C1c2ccccc2NC(c2ccc(F)cc2)N1Cc1ccccc1 (stereo not given)	-1	12	0.92	-296	3	4	-2	0.7
CCCCC1=CC2=CC(=O)C(C)(OC(=O)CC)C(=O)C2=CN1C1CCCCC1 (stereo not given)	-56	6	0.83	-136	21	3	-1	-0.2

Next section, overlapping the part above by 3 compounds.
molecule	SENP1 inh	ATG4B inhibitor	hIAP act	SENP8 block	PfGluPho inh	SENP6 block	NR3A LBD binder	MPTP inh
CCOC(=O)c1sc2nc(C)nc(NCCc3ccccn3)c2c1C	-13	-5	1	-458	7	-18	-2	2.2
O=C1c2ccccc2NC(c2ccc(F)cc2)N1Cc1ccccc1 (stereo not given)	-1	12	0.92	-296	3	4	-2	0.7
CCCCC1=CC2=CC(=O)C(C)(OC(=O)CC)C(=O)C2=CN1C1CCCCC1 (stereo not given)	-56	6	0.83	-136	21	3	-1	-0.2
CC(=O)c1cccc(S(=O)(=O)N2CCC(C(=O)Nc3cccc(C(=O)NC4CC4)c3)CC2)c1	3	0	0.86	8	3	-7	-2	-2.0
C=CCOc1ccc(/C=C2\SC(=S)N(NS(=O)(=O)c3ccccc3)C2=O)cc1	5	12	1	30	-4	-14	-7	4.2
CC(C)N1CCC(=NNC(=O)c2ccccc2[N+](=O)[O-])CC1	0	-4	0.89	12	1	5	-13	1.3
O=C(CC1OC(=O)c2ccccc21)Nc1cc(Cl)ccc1N1CCOCC1 (stereo not given)	0	-1	1	20	8	-9	0	0.2
O=C(CCCNC(=O)c1ccc(Cl)cc1)OCc1cccc(Br)c1	0	-1	0.97	13	13	-7	-14	-1.0
CCc1c(C(=O)Nc2ccc(OC)cc2)[nH]c(C)c1C(C)=O	3	-5	0.87	20	-10	16	-1	7.8
Cc1cc(C)nc(NNC2=CC(=[N+]3CCCCC3)CC(C)(C)C2)n1	0	-7	0.94	30	25	-18	1	-1.8
Fc1ccc(N2CCN(c3cnc4ccccc4n3)CC2)cc1	0	-6	1	-1	5	0	-1	-0.7
Brc1ccc(OCCCCN2CCCCC2)cc1	2	-1	1.3	23	-6	-13	-2	0.5
COc1ccc2sc3c(=O)[nH]c4ccccc4c3c2c1	0	1	0.87	-291	-13	-5	0	-0.5
CS(=O)(=O)N(CC(=O)NCCSCc1ccccc1)c1ccccc1	1	-9	1	5	-1	-20	0	-0.8
C/C(=N\O)c1cc(Cl)ccc1O	2	-5	1.1	20	20	-11	0	2.7
CC(Sc1nnc(COc2ccc3ccccc3c2)n1C)C(=O)O (stereo not given)	1	1	1.2	1	-27	-6	-2	0.1
